# Source: PubChem BioAssay (Sanford-Burnham Center for Chemical Genomics)
# MKP-3 inhibition = MKP-3 phosphatase inhibitors, primary screen, biochemical, rat enzyme, in vitro (AID 425). recombinant MKP-3 phosphatase activity, fluorescence; higher % means a stronger effect. inhibition, % at 20 µM; hits with a dose series show IC50 in µM. actives 0.17% (n = 110,000); in the data active = inhibition above about 50%;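 note: plate controls were vehicle for no effect and reference inhibitor for full effect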
# Hsp70 displacement = Hsp70 inhibitors, probe displacement, primary screen, biochemical, fluorescence polarization (AID 583); Hsp70 fluorescence polarization probe displacement, mP; higher % means a stronger effect; one-dose displacement, % at 20 µM; IC50 in µM for titrated hits; actives 0.06% (n = 140,000); in the data active = displacement above about 50%;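 note: plate controls were vehicle for no effect and reference ligand for full effect; a part of the inactive calls stands beside numbers as strong as those of hits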
# * marks the source's active call; other numbers are inactive results; · = not tested or not shown. An excerpt; rates above refer to the full screens.
SMILES,MKP-3 inhibition,Hsp70 displacement
Cc1cc(C)c(OCC(=O)Nc2ccc(F)cc2)c(C)c1,3.0%,-2.6%
CCCCn1c(NCc2ccc3c(c2)OCO3)nc2ccccc21,·,0.5%
CCNS(=O)(=O)c1c(C)cc(N2CCCC2=O)cc1C,-14.1%,-1.4%
O=C1c2ccccc2C(=O)N1CN1CCN(Cc2ccccc2)CC1,-4.2%,-4.2%
CCOc1ccc(N(CC(=O)Nc2cccc(Cl)c2)S(=O)(=O)c2ccc(SC)cc2)cc1,-1.5%,-0.7%
Cc1ccc(-n2c(SCC(=O)Nc3ccccc3)nc(O)c(Cc3ccccc3)c2=O)cc1,2.0%,-3.4%
CC1(C)Cc2c(sc3c4nnnn4c4nnnn4c23)CO1,1.3%,-2.1%
COc1cc(-c2nc(S(=O)(=O)c3ccc(C)cc3)c(N3CCOCC3)o2)cc(OC)c1OC,-10.6%,-0.7%
Cn1c(C(=O)NCCN2CCOCC2)cc2sccc21,0.9%,-0.8%
CCOC(=O)C1=C(C)NC(C)=C(C(=O)OC)C1c1ccc([N+](=O)[O-])cc1 (stereo not given),3.9%,-0.7%
COc1ccccc1CNC(=O)CN(c1ccc(C)cc1)S(=O)(=O)c1c(C)n[nH]c1C,-5.5%,2.3%
CCCCNCCCCOc1cccc(OC)c1,-0.1%,1.6%
Cc1ccc(NC(=O)CC2C(=O)NC3CCCCC3N2C(=O)c2ccc(F)cc2)cc1C (stereo not given),-0.8%,3.7%
C=CCc1ccccc1OCC(O)CN1CCN(c2ccc(C)cc2)CC1 (stereo not given),3.2%,-5.6%
O=C(COC(=O)C1COc2ccccc2O1)NC(=O)NC1CCCC1 (stereo not given),-9.5%,6.9%
CCOC(=O)c1c(C)oc2ccc(OC(=O)N3CCOCC3)cc12,-5.3%,3.1%
CCOc1ccc(-n2c(SCC(=O)Nc3ccc4c(c3)OCO4)nc3ccccc3c2=O)cc1,·,-0.1%
O=C(Cn1cnc2c(cnn2-c2ccc(Cl)cc2)c1=O)NC1CCCCC1,-3.6%,0.6%
Cc1ccc(CC2S/C(=N\N=C\c3ccco3)NC2=O)cc1 (stereo not given),-2.7%,3.5%
CN(C)c1ccc(P(=O)(c2ccc(N(C)C)cc2)c2ccc(N(C)C)cc2)cc1,-1.1%,5.0%
CCOc1ccccc1NC(=O)C1CCCCN1S(=O)(=O)c1ccc(F)cc1 (stereo not given),·,-5.4%
OC(COC1CCCCC1)CN1CCN(c2ccccc2)CC1 (stereo not given),-1.7%,0.1%
COc1ccc(NC(=O)CSc2nc(O)c(Cc3ccccc3)c(=O)[nH]2)cc1,-10.3%,-6.6%
Cc1ccc(OCC(=O)NCCN2CCOCC2)cc1C,·,-1.3%
O=C(CSc1nnc(-c2ccc(Cl)cc2Cl)o1)NC1CCCCC1,0.9%,3.6%
Cc1ccc(S(=O)(=O)n2nc(OC(=O)c3c(-c4ccccc4Cl)noc3C)cc2N)cc1,4.3%,3.3%
CCn1cc(/C=C(/C#N)C(=O)Nc2ccc(OC)cc2)c2ccccc21,1.4%,-2.1%
O=C(c1ccc(F)cc1)c1cn[nH]c1-c1ccccc1O,2.0%,-1.0%
Cc1nnc(NC(=O)c2ccccc2C(=O)O)s1,·,0.5%
CCn1c2ccccc2c2cc(NC(=O)c3ccc(OC)cc3OC)ccc21,6.1%,1.2%

# Pulled by structure from the list above (2):
SMILES,MKP-3 inhibition,Hsp70 displacement
COc1ccc(NC(=O)CSc2nc(O)c(Cc3ccccc3)c(=O)[nH]2)cc1,-10.3%,-6.6%
CCOC(=O)c1c(C)oc2ccc(OC(=O)N3CCOCC3)cc12,-5.3%,3.1%

# Next part:
SMILES,MKP-3 inhibition,Hsp70 displacement
COc1ccc(-c2cc(C(F)(F)F)n3nc(C(=O)N4CCN(C)CC4)c(Cl)c3n2)cc1,2.2%,-3.6%
CCCCN=Cc1sc2ccc(OCC)cc2c1O,·,1.5%
COc1ccc(NC(=O)CS(=O)CC(=O)Nc2cc(Cl)ccc2OC)cc1 (stereo not given),-6.3%,1.1%
O=C(c1ccc(-c2ccccc2)cc1)N1CCN(C(=O)c2ccco2)CC1,5.6%,0.5%
c1ccc(CSCc2cn3ccsc3n2)cc1,-3.8%,2.0%
Clc1cccc(CN2CCN(Cc3cccnc3)CC2)c1,3.0%,0.6%
O=C(NCc1ccc2c(c1)OCO2)c1cccc2c1C(=O)N(C1CCCCC1)C2,-6.0%,-5.6%
CC1=NN(C(=O)c2ccc(Cl)cc2)C(O)(c2ccccc2)C1 (stereo not given),-0.3%,0.2%
COc1ccc2sc(N3C(=O)C4CC=C(C)CC4C3=O)nc2c1 (stereo not given),-17.9%,9.9%
N#Cc1cccc(-c2nnc(SCc3ccccc3C#N)o2)c1,-12.9%,3.3%
COC(=O)CN1C2(C#N)CCCCC2CC2CCCCC21C#N (stereo not given),2.8%,-2.7%
Cc1ccc(N2CCN(c3ccc(C)cc3)C2c2ccccn2)cc1,1.0%,-6.3%
O=C1CCC(=O)N1c1nc2nc(-c3ccccc3)cc(=O)n2[nH]1,·,6.4%
CC(OC(=O)c1cccs1)C(=O)NCc1ccco1 (stereo not given),2.2%,2.9%
Cc1nnc(NC(=O)CSc2cn(Cc3ccccc3)c3ccccc23)s1,-5.8%,1.3%
COC(=O)CC1=C(C(=O)OC)C(c2ccncc2)C(C#N)=C(N)O1 (stereo not given),11.6%,2.4%
Cc1nc2ccccc2n1CCOc1ccc(Cl)cc1,-0.1%,-0.5%
CCN(CC)CCCCCCOc1ccc(F)cc1,0.1%,7.6%
CC(NC(=O)c1cccnc1)C(c1cccs1)N1CCN(C)CC1 (stereo not given),5.1%,-0.7%
N#Cc1ccc2ccn(CC(=O)NCc3ccccc3)c2c1,-7.6%,-1.1%
CC(=O)c1ccccc1NC(=O)c1ccccc1Br,0.8%,-3.7%
O=C(c1c[nH]c2ccccc12)C(O)C(c1ccccc1)N1CCOCC1 (stereo not given),-0.5%,-0.4%
Cc1c(C(=O)Nc2ccc(Cl)cn2)cccc1[N+](=O)[O-],-0.4%,0.2%
Cc1cc(C)c2cc(C#N)c(SCC(=O)NCC3CCCO3)nc2c1 (stereo not given),-3.3%,-3.8%
NC(=O)CSc1nnc(Cc2csc(Nc3ccc(F)cc3)n2)n1Cc1ccccc1,·,-2.4%
COc1ccc2ccccc2c1C1NN=C(c2ccc(C)cc2)S1 (stereo not given),4.7%,-6.2%
CCS(=O)(=O)Nc1cc(C(=O)OC)ccc1C(=O)OC,·,-1.0%
COCCOC(=O)c1[nH]c2c(c1C)C(=O)CC(c1cc(OC)ccc1OC)C2 (stereo not given),-4.5%,-0.7%
Cc1cc(C)c2c(=O)c3c(oc2c1)C(=O)N(CCO)C3c1cccc(O)c1 (stereo not given),-1.2%,6.1%
O=C(O)CCC(=O)Nc1ccc(NC(=O)CCC(=O)O)cc1,-2.6%,6.7%
CS(=O)(=O)N1CCN(c2ccccc2F)CC1,-17.0%,1.4%
Cc1ccc(-c2nc(CS(=O)(=O)CC(=O)N3CC(C)CC(C)C3)c(C)o2)cc1 (stereo not given),-2.3%,5.3%
CC(=O)N1CCCc2cc(S(=O)(=O)N3CCc4ccccc4C3)ccc21,-4.5%,2.8%
CCCCOc1ccc(CSC(CC(=O)O)C(=O)O)cc1 (stereo not given),-0.9%,3.1%
CCCCOc1ccc(S(=O)(=O)N2CCCCCC2)cc1,-10.0%,-9.0%
COc1ccccc1/C=C1\C(=O)Nc2ccccc21,-1.2%,-0.4%
O=C(COc1ccccc1[N+](=O)[O-])Nc1ccc2oc(-c3ccc(Cl)cc3)nc2c1,7.4%,1.4%
CCOC(=O)c1sc(=S)n(-c2ccccc2OC)c1N,-0.6%,-3.8%
Cc1nnc(NC(=O)c2ccccc2Br)s1,2.8%,0.0%
CCOC(=O)c1sc2nc(CC(=O)OC)nc(NCC(=O)OC)c2c1C,-0.4%,0.4%
CC(C)NC(=O)c1nc2ccccc2s1,-6.4%,0.4%
CCOc1ccc(OCCCN(C)C)cc1,·,0.4%
Cc1cccc(N2C(=O)CCC2=O)c1,·,3.6%
O=[N+]([O-])c1ccccc1S(=O)(=O)Nc1ccc(S(=O)(=O)Nc2nccs2)cc1,1.8%,-2.8%
Cc1cccc(N(CC(=O)NCCSc2ccccn2)S(=O)(=O)c2ccccc2)c1,0.3%,5.9%
CCOC(=O)c1[nH]c(C)c(/C(O)=C2\C(=O)C(=O)N(CCN(C)C)C2c2ccc(C)o2)c1C (stereo not given),-14.0%,-0.4%
COc1cc(/C=C2\SC(=S)N(C)C2=O)cc(Br)c1O,0.5%,1.4%
CSCC[C@H](NC(=O)NCc1ccccc1F)C(=O)O,-2.0%,0.7%
CCCn1nc(NC(=O)C2CCCO2)c2cc3cc(C)ccc3nc21 (stereo not given),·,-4.8%
COc1ccc(NC(=O)C2=C(C)NC(=O)NC2c2ccc(C)cc2)cc1 (stereo not given),1.3%,0.2%
COc1ccc(NC2=CC(=O)CC(C)(C)C2)c(OC)c1,-0.5%,1.9%
CC(=O)c1cccc(-c2ccc(/C=C3\C(=O)NC(=O)C(C#N)=C3C)o2)c1,19.0%,-3.8%
COc1ccc(C2CC(=O)C3=C(C2)Nc2ccccc2NC3c2ccccc2OC(C)C)cc1 (stereo not given),4.8%,0.8%
CCOCCCNC(=O)c1ccccc1SC,-13.2%,4.4%
CCOC(=O)C1=C(N)Oc2cc(C)oc(=O)c2C1c1cccnc1 (stereo not given),-6.3%,-7.4%
COc1cc(S(=O)(=O)N(Cc2ccc(C)cc2)C2CCCCC2)ccc1-n1cnnn1,-12.4%,-4.2%
Cn1c(N2CCC(C(N)=O)CC2)nc2c1c(=O)n(Cc1ccc(Cl)cc1)c(=O)n2C,5.5%,-3.4%
COc1ccc(NC(=O)C(CC(C)C)NC(=O)c2ccccc2C)cn1 (stereo not given),-6.5%,0.9%
COc1ccc(/C=C2/SC(=O)N(CC(=O)Nc3cc(C)on3)C2=O)cc1OC,-0.7%,2.2%
CSc1ccc(/C=N/Nc2nc(Nc3ccccc3)nc(N3CCOCC3)n2)cc1,-0.4%,-1.1%
# (list continues)
SMILES,MKP-3 inhibition,Hsp70 displacement
CC(=O)COC(=O)CCc1nc2ccccc2[nH]c1=O,·,5.2%
Cc1ccc(OCC(=O)NC(C)C)cc1,-1.2%,-1.5%
O=C(Nc1ccc(F)cc1F)c1cc2n(n1)C(C(F)(F)F)C1CCCCC1N2 (stereo not given),4.9%,-3.6%
COC(=O)CCCCCc1ccc(C(C)=O)s1,2.1%,0.5%
COc1ccc(-c2c(C#N)c(N)nc3c2c(=O)n(C)c(=O)n3C)cc1,·,5.9%
O=C(Nc1c(-c2ccccc2)nc2sccn12)c1ccc(Cl)cc1,1.6%,3.4%
COc1cc([N+](=O)[O-])c(Cl)cc1-c1ccc(C2C3=C(CC(C)(C)CC3=O)OC3=C2C(=O)CC(C)(C)C3)o1,6.9%,2.5%
COc1ccc(OC)c(C2N(c3ccccn3)C(=O)C3CCCN32)c1 (stereo not given),-0.4%,4.4%
CCOC(=O)c1ccc(NC(=O)C(=O)NCc2ccc(OC)cc2)cc1,3.7%,-2.0%
CC(C)C[C@H]1C(=O)N2CCC[C@H]2[C@]2(O)O[C@](NC(=O)[C@@H]3C=C4c5cccc6[nH]c(Br)c(c56)CC4N(C)C3)(C(C)C)C(=O)N12 (stereo not given in full),1.4%,2.7%
O=C(Cc1cccs1)Nc1cccc(C(=O)Nc2ccco2)c1,-10.8%,-7.0%
CC1=NN(c2ccccc2)C(=O)/C1=C\c1ccc(-c2ccc(C)cc2[N+](=O)[O-])o1,2.7%,-3.9%
CCCn1c(N2CCOCC2)nc2c1c(=O)[nH]c(=O)n2C,·,-3.2%
FC(F)(F)c1cc(-c2cccs2)nc(N2CCOCC2)n1,-2.0%,-1.9%
O=C(CSc1oc(-c2ccc(F)cc2)nc1S(=O)(=O)c1ccc(F)cc1)NCC1CCCO1 (stereo not given),3.8%,1.0%
CC(NC(=O)c1ccccc1Cl)c1ccccc1 (stereo not given),20.4%,1.9%
N#Cc1c(-c2ccco2)cc(-c2ccc(F)cc2)nc1N,-5.2%,-9.8%
COc1ccc(-c2cc(C(F)F)n3ncc(C(=O)NCC4CCCO4)c3n2)cc1 (stereo not given),0.4%,2.0%
O=S(=O)(NCc1ccccn1)c1ccc2c(c1)OCCO2,-3.4%,2.1%

# Shown with two lines to a compound: 17 of the compounds above.
# Below each compound: MKP-3 inhibition, Hsp70 displacement
CCCCOc1ccc(CSC(CC(=O)O)C(=O)O)cc1 (stereo not given)
  -0.9%, 3.1%
CCCCOc1ccc(S(=O)(=O)N2CCCCCC2)cc1
  -10.0%, -9.0%
COc1ccccc1/C=C1\C(=O)Nc2ccccc21
  -1.2%, -0.4%
O=C(COc1ccccc1[N+](=O)[O-])Nc1ccc2oc(-c3ccc(Cl)cc3)nc2c1
  7.4%, 1.4%
CCOC(=O)c1sc(=S)n(-c2ccccc2OC)c1N
  -0.6%, -3.8%
Cc1nnc(NC(=O)c2ccccc2Br)s1
  2.8%, 0.0%
CCOC(=O)c1sc2nc(CC(=O)OC)nc(NCC(=O)OC)c2c1C
  -0.4%, 0.4%
CC(C)NC(=O)c1nc2ccccc2s1
  -6.4%, 0.4%
CCOc1ccc(OCCCN(C)C)cc1
  ·, 0.4%
Cc1cccc(N2C(=O)CCC2=O)c1
  ·, 3.6%
O=[N+]([O-])c1ccccc1S(=O)(=O)Nc1ccc(S(=O)(=O)Nc2nccs2)cc1
  1.8%, -2.8%
Cc1cccc(N(CC(=O)NCCSc2ccccn2)S(=O)(=O)c2ccccc2)c1
  0.3%, 5.9%
CCOC(=O)c1[nH]c(C)c(/C(O)=C2\C(=O)C(=O)N(CCN(C)C)C2c2ccc(C)o2)c1C (stereo not given)
  -14.0%, -0.4%
COc1cc(/C=C2\SC(=S)N(C)C2=O)cc(Br)c1O
  0.5%, 1.4%
CSCC[C@H](NC(=O)NCc1ccccc1F)C(=O)O
  -2.0%, 0.7%
CCCn1nc(NC(=O)C2CCCO2)c2cc3cc(C)ccc3nc21 (stereo not given)
  ·, -4.8%
COc1ccc(NC(=O)C2=C(C)NC(=O)NC2c2ccc(C)cc2)cc1 (stereo not given)
  1.3%, 0.2%
